# Growth percent in the NCI-60 one-dose screen (48 h, 10 µM unless noted): 100 = growth as untreated, 0 = no growth, -100 = all killed.
# HL-60(TB) = HL-60(TB) leukemia cells; actives 9% (n = 78,000); active means growth percent below 10
# * hit, by the source's call; & = joins results of further samples; ! = not active in a repeat. These rows are one share of the data, so the mix of outcomes need not match the whole.
SMILES,HL-60(TB)
O=C1OC(c2ccc(Cl)c(Cl)c2)=C/C1=C/c1cccc([N+](=O)[O-])c1,103
O=c1oc2ccccc2cc1-c1csc(N=Nc2c(O)n(Cc3ccccc3)c3ccccc23)n1,100
CC(C)(C)c1ccc2c(c1)CN(C1CCCCC1)CO2,122
CC(=O)c1cc(C(=O)c2ccccc2)n2ccc(C)cc12,85
CCN1CCN(C(=O)[C@@]2(C)CC[C@]3(C)CC[C@]4(C)C(=CC(=O)[C@@H]5[C@@]6(C)CC[C@H](OC7C[C@@H](O)[C@@H](O)C(C)O7)C(C)(C)[C@@H]6CC[C@]54C)[C@@H]3C2)CC1 (stereo partly specified),-57*
C/C(=N\N1C(=O)c2ccccc2NC1c1ccc(N(C)C)cc1)c1c(O)cc(C)oc1=O (stereo unspecified),95
CCCCCCCCCCCCCCCCCCOc1ccccc1CC(=O)NCC[N+]1(C)CCOCC1,-11*
COc1ccccc1NC1=C(Cl)C(=O)C(Nc2ccccc2OC)=C(Cl)C1=O,105
CCCCC(C(O)c1ccccc1)N(CCCC)CCCC (stereo unspecified),98
CNc1ccc(O)cc1,93&103
Nc1ccc(NS(=O)(=O)c2ccccc2)cc1,101
COc1ccc(-c2nn(-c3ccccc3)cc2/C=C/C(=O)OCc2cn(-c3ccc(C)cc3)nn2)cc1,102
Cc1oc(-c2ccc(Cl)cc2)nc1/C=C/C(=O)c1ccc(Br)cc1,78
CC(=O)OCC1CSCC1COC(C)=O (stereo unspecified),110
CC1(C)Oc2cc3oc(=O)ccc3cc2C[C@@H]1OCCS(C)(=O)=O,101
CCOC(=O)c1c(O)c2cc(-c3ccccc3)nc(OCC)c2c(=O)n1C,156
Nc1ccc2c(c1)C(=O)C(=O)c1c-2nc2ccccn12,-47*
CCC(C)C1NC(=O)C(CCCCN)NC(=O)C(CCCCN)NC(=O)C(CC(C)C)NC(=O)C(CCCCN)NC(=O)C(C(C)CC)NC(=O)C(C(C)C)NC(=O)C(C(C)CC)NC(=O)C(CCCCN)NC(=O)C(CCCCN)NC(=O)C(C)NC(=O)C(CCCCN)NC(=O)C(CC(C)C)NC1=O (stereo unspecified),-35*
Oc1cccc(-c2nc(N3CCOCC3)c3c4c(sc3n2)CCCC4)c1,75
NC1=NC(c2ccc(Br)cc2)N=C(Nc2nn[nH]n2)N1 (stereo unspecified),101
COc1ccc(/C=C(\C#N)c2cc(OC)c3c(c2)OCO3)cc1,-1.4*
Cc1nc(NC(=O)COc2cccc(/C=C3\COc4ccccc4C3=O)c2)sc1C,-61*
O=C1NC(=O)C(=Cc2cn(CCCn3c4ccccc4c(=O)c4ccccc43)c3ccccc23)C(=O)N1,90
CC(C)(O)Cc1cccnc1,106
CC(=O)Nc1ccc(N)c(S(=O)(=O)O)c1,86
# Next section.
SMILES,HL-60(TB)
O=C(Nc1ccc(Oc2ccc(Nc3nc4ccccc4s3)cc2)cc1)Nc1ccc(Cl)c(C(F)(F)F)c1,-19*
c1ccc2cc(Cn3cc[n+](Cc4ccc5ccccc5c4)c3)ccc2c1,-34*
COC(=O)C1(C)CCC[C@]2(C)[C@H]3C[C@H]4C(C(C)C)=C[C@]3(CC[C@@H]12)[C@@H]1C(=O)CC[C@H](OC(=O)Cc2c[nH]c3ccccc23)[C@@H]14 (stereo partly specified),101
Cc1ccc(C(=O)NCCCOc2ccc(N3C(N)=NC(N)=NC3(C)C)cc2Cl)cc1S(=O)(=O)F,30
NC(=S)CNC(=O)c1ccccc1,103
COc1ccccc1NCC(=O)Nc1ncc(Cc2ccccc2)s1,99
O=C(O)c1ccc(N/N=C/c2cn(-c3ccc(C(=O)O)cc3)nc2-c2cc3ccccc3oc2=O)cc1,108
COc1ccc(C2CC(c3cc4ccccc4oc3=O)=NN2c2ccc(S(=O)(=O)NC(=O)NCc3ccccc3)cc2)cc1OC (stereo unspecified),66
COCC(=O)c1ccccc1,92
CCOC(=O)C(Cc1ccccc1)n1c(O)c(/C=N/c2ncc(Cc3ccc(Cl)cc3Cl)s2)sc1=S (stereo unspecified),-35*
CC(NCCO)c1ccccc1 (stereo unspecified),96
COc1ccc(C(=O)CSc2nnc(-c3c[nH]c4ccccc34)n2-c2ccccc2)cc1,81
CC(=O)N1CCNCC1,100
O=c1c2ccccc2n(CC(O)CN2CCCC2)c2cc(Cl)ccc12 (stereo unspecified),82
CCCNC(=O)CCCNc1ncnc2c1ncn2-c1ccccc1,101
Cc1ccc([P+](Cc2ccc([N+](=O)[O-])cc2)(c2ccc(C)cc2)c2ccc(C)cc2)cc1,-44*
CCOc1ccc(Nc2nc3c(s2)C(=O)c2ccccc2C3=O)cc1,25
Cc1nnc(/N=C2\NC(=O)CS2)s1,99
Cc1ccc(/C=C2/C3=C(C4CCC2N4C)[C@@H](c2ccc(C)cc2)C(C#N)=C(N)O3)cc1 (stereo partly specified),88
Nc1cc(S(=O)(=O)O)c(O)c2c1C(=O)c1c(O)c(S(=O)(=O)O)cc(N)c1C2=O,92
COc1ccc(-c2cc(-c3cn(-c4cccc(Cl)c4)nc3-c3ccc(OC)cc3)c(C#N)c(=O)[nH]2)cc1,93
CC(C)(C)c1cc(C(=O)Nc2ccccc2C(=O)NCCN)cc(C(C)(C)C)c1,-52*
N#CC1=C(N)OC2=C(C(=O)c3ccccc3C2=O)C1c1ccc(O)cc1 (stereo unspecified),103
O=C1c2cc(S(=O)(=O)O)ccc2C(=O)c2c1cccc2[N+](=O)[O-],101
CCCSc1nc2ccccc2cc1/C=N/O,97

# Sorted by molar mass (low to high): some entries from above
SMILES,HL-60(TB)
CC(=O)N1CCNCC1,100
CC(NCCO)c1ccccc1 (stereo unspecified),96
Cc1nnc(/N=C2\NC(=O)CS2)s1,99
CCCSc1nc2ccccc2cc1/C=N/O,97
CCCNC(=O)CCCNc1ncnc2c1ncn2-c1ccccc1,101
N#CC1=C(N)OC2=C(C(=O)c3ccccc3C2=O)C1c1ccc(O)cc1 (stereo unspecified),103
c1ccc2cc(Cn3cc[n+](Cc4ccc5ccccc5c4)c3)ccc2c1,-34*
CCOc1ccc(Nc2nc3c(s2)C(=O)c2ccccc2C3=O)cc1,25
COc1ccccc1NCC(=O)Nc1ncc(Cc2ccccc2)s1,99
CC(C)(C)c1cc(C(=O)Nc2ccccc2C(=O)NCCN)cc(C(C)(C)C)c1,-52*
Cc1ccc(/C=C2/C3=C(C4CCC2N4C)[C@@H](c2ccc(C)cc2)C(C#N)=C(N)O3)cc1 (stereo partly specified),88
Nc1cc(S(=O)(=O)O)c(O)c2c1C(=O)c1c(O)c(S(=O)(=O)O)cc(N)c1C2=O,92
Cc1ccc([P+](Cc2ccc([N+](=O)[O-])cc2)(c2ccc(C)cc2)c2ccc(C)cc2)cc1,-44*
COc1ccc(-c2cc(-c3cn(-c4cccc(Cl)c4)nc3-c3ccc(OC)cc3)c(C#N)c(=O)[nH]2)cc1,93
O=C(Nc1ccc(Oc2ccc(Nc3nc4ccccc4s3)cc2)cc1)Nc1ccc(Cl)c(C(F)(F)F)c1,-19*
CCOC(=O)C(Cc1ccccc1)n1c(O)c(/C=N/c2ncc(Cc3ccc(Cl)cc3Cl)s2)sc1=S (stereo unspecified),-35*
COC(=O)C1(C)CCC[C@]2(C)[C@H]3C[C@H]4C(C(C)C)=C[C@]3(CC[C@@H]12)[C@@H]1C(=O)CC[C@H](OC(=O)Cc2c[nH]c3ccccc23)[C@@H]14 (stereo partly specified),101

# (list continues)
SMILES,HL-60(TB)
O=C(Cn1nnc2ccccc21)N/N=C/c1cc2ccccc2o1,104
O=C(Nc1ccc(Br)cc1F)c1cc(I)ccc1O,-33*
C[C@H]1[C@@H]2[C@H]3CC[C@@H]4[C@@]5(C)CC[C@H](O)C(C)(C)[C@@H]5CC[C@@]4(C)[C@]3(C)CC[C@]23COC1(C)[C@@H](C(=O)/C=C\c1ccc(C(F)(F)F)cc1)C3,114
CCCCC[n+]1ccc(SCC(=O)N(C)c2ccc(Br)cc2)c2ccccc21,104
NC(=O)N/N=C1/CCC(OCc2ccccc2)CC1CC(=O)O (stereo unspecified),106
CCCNc1ncnc2c1cnn2C1CCCCO1 (stereo unspecified),85
CN(C)c1ccc(N=Nc2ccccn2)c(O)c1,-36*
OC(Cc1cccnc1)c1ccccc1 (stereo unspecified),64
CC(=O)N/N=C1\CC2CCC1(C)C2(C)C (stereo unspecified),86
C[C@@]1(O)[C@H](c2ccccc2Br)OC(=O)N1CCc1ccc2c(c1)OCO2,96
Cn1c(=O)c2c(nc(CCCCc3nc4c(c(=O)n(C)c(=O)n4C)n3C)n2C)n(C)c1=O,100
Nc1nc(-c2ccccc2)c2cc[nH]c(=O)c2n1,82
O=C(CN1CCN(c2cc(=O)[nH]c3ccc(F)cc23)CC1)Nc1ccc(F)cc1,94
O=c1cc(CF)[nH]c(=O)[nH]1,102
CCOC(=O)c1c2c(c(C)n1Cc1ccc(OC)cc1)-c1nc(N)ncc1CC2,69
CC/C=C\C[C@H](O)C/C=C1/C(=O)C=C[C@@H]1C/C=C\CCCC(=O)OC,-12*
Cc1nc(Cl)c2c(n1)N(C)c1ccccc1C(C)C2 (stereo unspecified),71
Cc1ccc2ccccc2c1[N+](=O)[O-],110
CCOC(=O)Cc1c[nH]c2ccc([N+](=O)[O-])cc12,88
CCOP(=O)(OCCCl)C(NC(=O)c1ccc(C)cc1)=C(Cl)Cl (stereo unspecified),100
CN(C)c1ccc(-c2cc(-c3ccc(Nc4nc(Nc5ccccc5)nc(Nc5ccc(Cl)cc5)n4)cc3)nc(N)n2)cc1,56
COC(=O)CCC/C=C\C[C@H]1C=CC(=O)/C1=C/C[C@@H](O)CCc1cccc(C(F)(F)F)c1,-18*
CCCCCC(C)(CC(=O)O)CC(=O)O,91
O=c1ccnc2n1CCN2,96
COC(=O)C1=C(C(=O)c2ccc(OC)c(OC)c2)C(c2cc(OC)c(OC)c(OC)c2)C(C#N)=C(N)O1 (stereo unspecified),101

# Exported with tabs: part of the list above.
smiles	HL-60(TB)
O=C(Cn1nnc2ccccc21)N/N=C/c1cc2ccccc2o1	104
O=C(Nc1ccc(Br)cc1F)c1cc(I)ccc1O	-33*

# Next section.
SMILES,HL-60(TB)
COc1ccc(-c2c(-c3nc4ccc(N5CCOCC5)cc4[nH]3)[nH]c(C)c2C(C)=O)cc1,4.2*
C=CCn1c(SCC(=O)Nc2ccc(C(=O)/C=C/c3ccc(C)cc3C)cc2)nnc1-c1c[nH]c2ccccc12,108
Nc1nc(N)c2c(n1)NC(c1ccc3c(c1)OCO3)CC(c1ccc([N+](=O)[O-])cc1)=N2 (stereo unspecified),120
O=C(Cc1ccc(F)cc1)c1ccccc1,108
O=C(O)c1ccc(-c2nn(-c3ccc(C(=O)O)cc3)cc2/C=N/NC(=O)c2cccnc2)cc1,101
C1CCC2(CC1)NCCO2,108
CNC(=O)c1cc(Oc2ccc(NC(=O)Nc3ccc(Cl)c(C(F)(F)F)c3)cc2)ccn1,-35*!
CNC(=O)c1cc(-c2ccc(NC(=S)Nc3ccc(Cl)c(C(F)(F)F)c3)cc2)nc2cccnc12,103
CC(=O)n1cc(-c2c[nH]c3ccccc23)c(-c2ccc(Cl)cc2)n1,135
CN(C)c1ccc(/C=C(\C#N)C(=O)O)cc1,90
CC(C)CCNC(=O)N/C(N)=N/c1nc2ccccc2s1,56
CC(Nc1ccc(S(=O)(=O)Nc2ncccn2)cc1)c1ccc2cccnc2c1O (stereo unspecified),95
O=C(Nc1ccc(C2=NCCN2)cc1)Nc1cccc(NC(=O)Nc2cccc(C3=NCCN3)c2)c1,58
COc1cc2c(cc1OC)C(c1cc(OC)c(OC)c(OC)c1)C1(O)C(=O)OCC1(O)C2 (stereo unspecified),109&78
COc1ccc(/C=C2\C(=O)N=C3N2N=C(C)C(=O)N3c2ccccc2)cc1,101
O=C1C=CC(c2ccccc2)(c2ccccc2)CC1,106
CC(C)(C)n1cc(-c2ccnc(NCCCNS(=O)(=O)c3ccccc3)n2)c(-c2ccc(F)c(O)c2)n1,119
CN(C)N=Nc1ccc(-c2ccc(N=NN(C)C)cc2)cc1,125
CCOP(=O)(OCC)/C(C#N)=C/c1c(C)[nH]c2ccccc12,97
COC(CCCl)c1ccc(Cl)cc1 (stereo unspecified),94
COc1cc(O)c2c(=O)c(OC)c(-c3ccccc3)oc2c1,79
Cn1c(=O)[nH]c(-c2cccc([N+](=O)[O-])c2)c(C#N)c1=O,101
C#CC(O)c1cccc([N+](=O)[O-])c1 (stereo unspecified),109
Nc1nc(N)c(-c2ccc(Cl)c(Cl)c2)c(CP(Cl)(Cl)(Cl)Br)n1,33
COc1ccc(N=C(C)C2C(=O)c3ccccc3C2=O)cc1,96
# Remaining list, next part:
SMILES,HL-60(TB)
O=C(O)CN1C(=O)c2cccc([N+](=O)[O-])c2C1=O,92
O=C(NCc1ccco1)c1ccccc1I,96
O=C(Cc1ccccc1)Nc1ccc(Br)cc1,92
CC(=O)Nc1nonc1-n1nnc(-c2csc(N)n2)c1C,99
O=[N+]([O-])c1ccc(-c2nc(Cl)c3c(n2)CCCC3)o1,94
CC(C)C(C(=O)NCCCN1CCOCC1)N1C(=O)/C(=C/c2ccc(Br)cc2)SC1=S (stereo unspecified),114
CCOC(=O)CCc1ccc(C(C)=O)cc1,94
O=c1[nH]c(O)c(/C=C2\C=c3ccccc3=N\C2=N\c2nccs2)s1,103
Cn1ncc2c(c1=O)-n1nc(CN3CCCC3)cc1-c1ccccc1O2,102
C[N+]1(C)C2CCC1CC(OC(=O)C(O)c1ccccc1)C2 (stereo unspecified),97
CCc1ccc(CCC(=O)Nc2ncc(Cc3ccccc3)s2)o1,-40*
N#C/C(=C\c1cccc2ccccc12)C(=O)Nc1sc2c(c1C#N)CCC2,99
N#CC1OC(COC(=O)c2ccccc2)C(OC(=O)c2ccccc2)C1OC(=O)c1ccccc1 (stereo unspecified),104
N#Cc1nc(-c2ccccc2)oc1N1CC[C@H](CO)C1,99
Cc1ccc2[nH]c(=S)n(-c3ccccc3)c(=O)c2c1,101
CS(=O)(=O)Nc1ccc(C(=O)CCN2CCCCCC2)cc1,118
CC(C)N1CCC(CC(O)(c2ccccc2)c2ccccc2)C1 (stereo unspecified),91
N#CCSc1nnc2n(Cc3ccccc3)c(=O)c3c4c(sc3n12)CCCC4,82
CCN(CC)Cc1cc(Nc2c3ccccc3nc3cc(Cl)ccc23)ccc1O,-38*
O=C(Cn1nncc1CN1C(=O)CSC1=O)Nc1cccc(O)c1,100
CN=C(NC)c1ccc(NC(=O)c2ccc(C(=O)Nc3ccc(C(=NC)NC)cc3)c(N)c2)cc1,103
